Bioassay records deposited in PubChem BioAssay by National Center for Advancing Translational Sciences (NCATS).
FLuc modulator – qHTS profiling assay for firefly luciferase inhibitor/activator using purifed enzyme and Km concentrations of substrates (counterscreen for miR-21 project); AID 588342, 2011; Luciferin 4-monooxygenase (Photinus pyralis), P08659; purified FLuc, Km substrates, luminescence inhibition; Potency, µM (top dose mostly 57.5 µM), for the others: at the top dose activity change, negative = inhibition, hits mostly inhibitors; 6.9% of 360,000 active;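 also: plate controls were vehicle for no effect and reference inhibitor for full effect; nearly all actives have a fitted effect of over 55% in size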
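Purified P. pyralis luciferase (10nM final) with 10uM D-luciferin and 10uM ATP (Km levels) in 50mM Tris acetate pH 7.5, 10mM Mg acetate, 0.01% Tween-20, 0.05% BSA; qHTS 6-point titration, ~60 µM downward; luminescence read.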
MBNL1-CUG inh – qHTS Assay for Inhibitors of MBNL1-poly(CUG) RNA binding. Potency, µM (top dose mostly 57.5 µM), for the others: at the highest dose activity change, negative = inhibition, usual class: inhibitors. TR-FRET MBNL1-His/biotin-(CUG)12 binding, 665/545 ratio. Muscleblind-like protein 1 (Homo sapiens), Q9NR56. 0.036% of 280,000 active; active = well fitted inhibition curve with a large enough effect in the signal ratio, with a control signal flat, not every such curve was filed as active; inconclusive = small, poorly fitted or top-dose-only effect, or effect the other way, or a change in a side signal; inactive = no such curve, though single readings can be large or run the other way; the % refers to the signal ratio; also: % is scaled to controls: 0 for no effect and ±100 for the full control effect
Target sequence (Q9NR56 whole entry, looked up): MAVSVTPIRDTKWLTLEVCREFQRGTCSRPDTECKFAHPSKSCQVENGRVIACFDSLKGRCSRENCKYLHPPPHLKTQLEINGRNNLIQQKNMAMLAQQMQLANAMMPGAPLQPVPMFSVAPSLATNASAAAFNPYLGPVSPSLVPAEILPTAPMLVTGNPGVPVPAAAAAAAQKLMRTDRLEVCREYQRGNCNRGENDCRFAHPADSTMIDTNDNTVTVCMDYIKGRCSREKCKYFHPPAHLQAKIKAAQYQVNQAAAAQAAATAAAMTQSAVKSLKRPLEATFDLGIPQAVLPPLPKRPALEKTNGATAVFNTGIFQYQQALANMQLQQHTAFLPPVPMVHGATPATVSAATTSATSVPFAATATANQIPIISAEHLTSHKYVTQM
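TR-FRET between His-tagged MBNL1 and biotin-(CUG)12 RNA, detected with Tb anti-His antibody (0.055 ng/ul) and streptavidin-XL665 (5 nM), 60 min at room temperature. Compounds titrated 92 nM to 58 uM; 665/545 nm ratio normalized to buffer and complex controls.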
NPC1 prom act – qHTS Assay for NPC1 Promoter Activators. Huh7 NPC1 promoter luciferase reporter, 24 h. Potency, µM (doses to about 9.22 µM), for the others: at the top dose activation, actives largely listed as activators. 2.4% of 320,000 active. AID 485313, 2010;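 also: % of control where 0% means no effect; nearly all actives have a fitted effect of over 60% in size; reporter is driven by a mutant NPC1 promoter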
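Huh7 reporter cells (NPC1 promoter driving luciferase) are dosed with compound for 24 h at 37 °C, 5% CO2; luciferase detection reagent is then added and luminescence measured after 10 min at ambient temperature.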
p53 reactivator – qHTS assay for re-activators of p53 using a Luc reporter; AID 504706, 2011; 0.063% of 320,000 active; Potency, µM (series often up to 92.2 µM), for the others: at the highest dose activity change, positive = activation, most hits filed as activators; H1299 p53-A138V BP100-luciferase reporter, luminescence, 24 h; also: % of control where 0% means no effect; nearly all actives have a fitted effect of over 45% in size
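H1299 (p53-null), stable ts p53-A138V + BP100-Luc; 1000 cells/well, Opti-MEM/10% FBS; cpd 4 pt, 1:5; 24 h, 37 deg C, 5% CO2; detection reagent 10 min RT; luminescence.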
BRCA1 expr act – qHTS Assay to Identify Small Molecule Activators of BRCA1 Expression; 1.1% of 380,000 active; AID 624202, 2012; MCF7-BRCA1-FFLuc reporter, luminescence, 48 h; response scale: scaled: vehicle 0%, 10 µM genistein 100%; Potency, µM (top dose mostly 46.1 µM), for the others: at the highest dose activation, hits mostly activators; also: nearly all actives have a fitted effect of over 80% in size; some results filed as inactive show a strong effect at the top dose
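MCF7-BRCA1-FFLuc cells, 2000/well in phenol-red-free MEM, attached 2 h then treated 48 h at 37 C. Luciferase luminescence read 15 min after reagent; normalized to genistein maximum activation (10microM) and DMSO, concentration-response fitted.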
Rab9 promoter act – qHTS Assay for Rab9 Promoter Activators; 2.8% of 320,000 active; Potency, µM (highest dose often 9.22 µM), for inactives: at the highest dose activation, negative = inhibition, hits mostly activators; AID 485297, 2010; Huh7 Rab9 promoter-luciferase reporter, luminescence, 24 h; also: % of control where 0% means no effect; nearly all actives have a fitted effect of over 60% in size
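Luminescence from Amplite-detected luciferase (10 minutes, ambient) reports Rab9 promoter activation. Before that, stable Rab9-luciferase Huh7 cells (1500/well, reduced-serum OP-MEM I plus 10% FBS) were exposed to compound for 24 hours at 37C.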
ELG1 genotoxic – qHTS screen for small molecules that induce genotoxicity in human embryonic kidney (HEK293T) cells expressing luciferase-tagged ELG1 | Potency, µM (series often up to 46 µM), inactives show top-dose activity change, positive = activation, usual class: activators | HEK293T ELG1-luciferase reporter, luminescence, 16 h | 1.3% of 330,000 active; also: % of control where 0% means no effect; nearly all actives have a fitted effect of over 60% in size
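HEK293T cells expressing luciferase-tagged ELG1 were exposed to compound or DMSO vehicle for 16 hr at 37 °C and 5% CO2. Luciferase activity was then measured with ONE-Glo after 30 min at room temperature.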
uPA generation – qHTS for Inhibitors of Cell Surface uPA Generation; Potency, µM (top dose mostly 38.3 µM), for inactives: at the top dose activity change, negative = inhibition, most hits filed as inhibitors; 0.31% of 330,000 active; cell surface uPA generation assay, qHTS; active = well fitted inhibition curve with a large enough effect; inconclusive = small, poorly fitted or top-dose-only effect; inactive = no such curve, though single readings can be large or run the other way; tested in mouse RAW 264.7 cells; also: % is scaled to controls: 0 for no effect and ±100 for the full control effect; nearly all actives have a fitted effect of over 55% in size
VP16 counter – VP16 counterscreen qHTS for inhibitors of ROR gamma transcriptional activity. Drosophila S2 Gal4-VP16 UAS-luciferase, luminescence, 20 h. Potency, µM (doses to about 53.6 µM), for inactives: at the top dose activity, negative = inhibition, usual class: inhibitors. 3.5% of 310,000 active. AID 2546, 2010;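 also: Gal4-VP16 expression switched on by copper sulfate through the metallothionein promoter; % is scaled to controls: 0 for no effect and ±100 for the full control effect; nearly all actives have a fitted effect of over 50% in size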
RORg inh – qHTS for inhibitors of ROR gamma transcriptional activity; 5.4% of 310,000 active; AID 2551, 2010; Drosophila S2 Gal4-RORgamma UAS-luciferase reporter, 20 h; Potency, µM (doses to about 53.6 µM), without a hit: top-dose activity change, negative = inhibition, actives largely listed as inhibitors; also: % is scaled to controls: 0 for no effect and ±100 for the full control effect; nearly all actives have a fitted effect of over 60% in size
Target sequence (P51450 whole entry, looked up, the tested form may be a part): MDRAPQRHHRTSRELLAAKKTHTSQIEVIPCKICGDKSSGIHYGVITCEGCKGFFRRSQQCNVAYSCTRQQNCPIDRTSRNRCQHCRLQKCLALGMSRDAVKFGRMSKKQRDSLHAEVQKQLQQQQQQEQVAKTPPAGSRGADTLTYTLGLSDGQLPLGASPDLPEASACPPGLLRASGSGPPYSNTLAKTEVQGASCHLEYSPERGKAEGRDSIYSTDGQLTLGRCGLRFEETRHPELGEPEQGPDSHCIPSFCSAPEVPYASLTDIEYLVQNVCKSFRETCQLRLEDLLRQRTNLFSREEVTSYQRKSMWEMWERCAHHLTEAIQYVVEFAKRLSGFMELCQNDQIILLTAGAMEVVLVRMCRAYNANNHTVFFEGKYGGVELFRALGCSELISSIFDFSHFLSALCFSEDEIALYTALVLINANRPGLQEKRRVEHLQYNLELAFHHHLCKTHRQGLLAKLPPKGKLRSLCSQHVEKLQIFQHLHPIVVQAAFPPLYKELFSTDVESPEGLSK
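Schneider cells (Drosophila), stable Gal4 DBD–ROR gamma + UAS-luc; 1 hr cmpd preincubation; Cu2+ induction 700 uM final; 20 hr ambient; luminescence.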
* marks the source's active call; other numbers are inactive results; ? = inconclusive; · = not tested or not shown; [ ] = another dose, or the depositor's remark. Unless noted, calls follow the shape of the dose curve; as a rule, active = well fitted curve in the direction sought with a large enough effect; inconclusive = small, poorly fitted or top-dose-only effect, or another doubt; inactive = no such curve, though single readings can be large; an effect the other way counts as inactive or inconclusive. Potency is read from the fitted curve at half-maximal effect.

entry | mol | ELG1 genotoxic | NPC1 prom act | MBNL1-CUG inh | Rab9 promoter act | RORg inh | FLuc modulator | VP16 counter | p53 reactivator | uPA generation | BRCA1 expr act
1 | O=C1/C(=C\c2cccnc2)SC(=S)N1C1CCS(=O)(=O)C1 (stereo not given) | -9% | -28% | ? | -16% | 6.3µM* | 0% | ? | -8% | · | -76%
2 | CCc1cc(=O)oc2cc(OCC(=O)NCCCn3ccnc3)c(Cl)cc12 | 6% | 2% | 0% | -2% | 3% | 1% | -2% | 9% | 1% | 16%
3 | O=C(NNC(=O)c1ccc(NC(=O)c2ccccc2)cc1)Nc1ccccc1 | 18% | -1% | 12% | -4% | -17% | -12% | 2% | 9% | 13% | 0%
4 | COc1ccc(OC)c2[nH]c(=O)c(CCNC(=O)CC(C)C)cc12 | 1% | -3% | 1% | -3% | -36% | 4% | -5% | 1% | -6% | -6%
5 | CCOc1ccc(S(=O)(=O)N(C)c2ccc(OCC(=O)NCC3CCCCC3)cc2)cc1 | -7% | · | · | · | · | · | · | 0% | -1% | -74%
6 | O=C(COc1ccc(Br)cc1CO)Nc1ccc(S(=O)(=O)N2CCCCC2)cc1 | -10% | -4% | · | 1% | · | 0% | · | -8% | ? | -14%
7 | O=c1[nH]c2cc3c(cc2cc1CN(Cc1nnnn1CC1CCCO1)C1CCCCC1)OCO3 (stereo not given) | 1% | 1% | ? | 9% | 12% | 4% | -4% | 3% | 1% | -38%
8 | Cc1cc(NC(=O)COC(=O)CCS(=O)(=O)c2ccc(Cl)cc2)no1 | 1% | 1% | -5% | -6% | 3% | 5% | 1% | -1% | 4% | -10%
9 | CCCNC(=S)N1CCC(C(=O)c2ccc(OC)cc2)CC1 | -11% | -1% | ? | -2% | 0% | -3% | 0% | -7% | -11% | -29%
10 | Cc1nc2c(c(-c3ccccc3)c1C#N)C(=O)c1ccccc1-2 | 1% | 0% | ? | -8% | -22% | -1% | -3% | 7% | 0% | -13%
11 | CC(=O)Nc1cccc(OCCCOc2ccc([N+](=O)[O-])cc2)c1 | 0% | 16% | -4% | 10% | ? | -9% | 2% | 4% | 15% | 18%
12 | CCc1ccccc1NC(=O)c1cnn(-c2ccccc2)c1C | -3% | 0% | 2% | 21% | 27% | ? | -4% | -22% | 1% | 33%
13 | S=c1[nH]nc(-c2ccncc2)n1Cc1ccco1 | 0% | 7% | -13% | -3% | 8% | -15% | 19% | -2% | 3% | 3%
14 | CCOc1ccc2nc(SCC(=O)NCc3ccccc3)[nH]c2c1 | -7% | 0% | -6% | -1% | 41% | -11% | -6% | -2% | 2% | 4%
15 | C/C(=N\NC(=O)C1CC1)c1ccc2c(c1)OCCO2 | 15% | 9% | -18% | -32%[inhibitor] | 17% | -12% | -5% | 3% | · | 50%
16 | CCCOc1cccc(C(=O)Nc2ccc(Br)cc2F)c1 | ? | ? | -13% | ? | 11% | 2.7µM* | 2% | ? | 0% | ?
17 | O=C(NC1CCCCC1)C(c1ccncc1)N(Cc1ccc(F)cc1)C(=O)c1ccccn1 (stereo not given) | -13% | 6% | 3% | 0% | -3% | 2% | 4% | · | -13% | -12%
18 | COc1cccc(C(=O)NCCNC(=O)c2ccco2)c1 | 0% | 0% | 1% | 0% | 3% | -1% | 2% | 0% | 0% | 23%
19 | CCOC(=O)c1ccc(N2CN(C3CCCCC3)CNC2=S)cc1 | 1% | 1% | 0% | -18% | -26% | 3% | 1% | 5% | -6% | -3%
20 | COC(=O)CSc1nnc(CNC(=O)c2cccs2)n1-c1cccc(C)c1 | 0% | -3% | -9% | -2% | -11% | 4% | -8% | -17% | 4% | 26%
21 | O=C1NC(NS(=O)(=O)c2ccccc2)(C(F)(F)F)C(=O)N1Cc1cccnc1 (stereo not given) | 2% | 0% | 5% | -6% | 14% | 4% | -11% | 1% | 2% | 3%
22 | O=C1NC2=C(CCc3ccccc32)C(c2ccc(Br)cc2)N1 (stereo not given) | 8% | -1% | ? | 3% | -20% | ? | 22% | 7% | 0% | -76%
23 | Cc1ccc2[nH]c3c(=O)n(CC(=O)N4CCN(C)CC4)ncc3c2c1 | 3% | 2% | 1% | 3% | 1% | -1% | -3% | -10% | ? | -6%
24 | CCSc1nnc(-c2cccc(S(=O)(=O)N(C)C)c2)n1-c1cc(OC)ccc1OC | -5% | 1% | -1% | 5% | 0% | 1% | -6% | -4% | · | -22%
25 | CCOCCn1c(SCC(=O)OCc2ccccc2)nc2c1c(=O)[nH]c(=O)n2C | -3% | 1% | -6% | 0% | -14% | -1% | 6% | -2% | 10% | -12%
26 | Cc1ccc(NC(=O)CCNS(=O)(=O)c2ccc3[nH]c(=O)oc3c2)cc1F | -1%[9.26 µM] | -2% | -1% | -5% | -3% | 0% | 0% | -4% | 1% | -2%
27 | COc1ccc(CCn2c(C3CCCCC3)nc3c(c(=O)c4ccccc4n3C)c2=O)cc1OC | -6% | -2% | · | -2% | -20% | -2% | -4% | -4% | -3% | 9%
28 | O=C(COC(=O)c1cccs1)NCC1CCCO1 (stereo not given) | 7% | 2% | -2% | 2% | 11% | -1% | -6% | 5% | 5% | 1%
29 | Oc1ccccc1N1CCN(c2ncnc3scc(-c4ccc(F)cc4)c23)CC1 | -17% | -5% | -3% | -16% | -26% | 0% | -19% | 8% | 14% | -92%
30 | CSCC[C@H](NC(=O)Nc1cccc(Br)c1)C(=O)O | -3% | 0% | -8% | 2% | 8% | -1% | -10% | 2% | 2% | 13%
31 | CSCCC(NC(=O)c1cc(CC(C)C)oc1C)C(=O)O (stereo not given) | 1% | -4% | 6% | -5% | ? | -2% | -7% | -8% | 3% | -10%
32 | CC(C)N1CCc2[nH]c(=S)[nH]c(=O)c2C1 | 0% | -3% | -11% | 6% | -3% | 2% | -13% | 5% | 1% | -22%
33 | Fc1ccccc1N1CCN(C(c2cccs2)c2nnnn2CCc2ccccc2)CC1 (stereo not given) | -4% | 1% | -2% | 7% | -4% | 3% | 3% | 12% | 2% | -37%
34 | COc1cccc(NC(=O)CSc2nnnn2C(C)C)c1 | 4% | -5% | -1% | -5% | 18% | -2% | 18% | ? | 1% | 20%
35 | Cn1c(=O)n(C)c2cc(NC(=O)CCc3ccccc3)c(Br)cc21 | 3% | -5% | 6% | -1% | -20% | 0% | -5% | -9% | 7% | -42%
36 | CCCCOc1ccc(C(=O)Nc2cc(C)c(OCC(=O)N3CCOCC3)c(C)c2)cc1 | -6% | 14% | -16% | 0% | ? | 2.1µM* | ? | 8% | -5% | 28%
37 | Cc1ccc(S(=O)(=O)CCC(=O)Nc2nnc(-c3ccc(F)cc3)o2)cc1 | -1% | -1% | · | -1% | · | 1% | · | 26% | -9% | 20%
38 | Cn1c(=O)c(C(=O)CCl)c(N)n(CC2CC2)c1=O | 3% | -8% | -3% | -9% | -33% | 0% | 5% | 0% | 3% | -12%
39 | O=C(Nc1cccc(S(=O)(=O)N2CCOCC2)c1)c1cn(-c2ccccc2)nc1-c1ccc(F)cc1 | -5% | -2% | -10% | -4% | ? | -7% | 2% | 3% | 0% | 10%
40 | O=C(COc1ccc(Cl)cc1Cl)NNC(=S)NCc1ccco1 | 5% | 5% | -1% | 2% | 3.2µM* | ? | ? | 3% | -1% | 63%
41 | CCOC(=O)/C=C/C(=O)NNC(=O)c1ccccc1Cl | 0% | 0% | -14% | -7% | -20% | 0% | 24% | 9% | -16% | -14%
42 | COc1ccccc1/C=N/NC(=O)C(=O)NCc1cccnc1 | 2% | -1% | 4% | 1% | -13% | 5% | -8% | 3% | 4% | -15%
43 | Cc1cccc(NC(=O)C2SC(=Nc3c(C)cccc3C)C(C(=O)N3CCOCC3)=C2N)c1 (stereo not given) | 0% | -3% | -8% | 1% | ? | 3% | -22% | 22% | -8% | -17%
44 | CC(=O)OCC1=C(C(=O)O)N2C(=O)C(NC(=O)CCn3nc(C(F)(F)F)c(Br)c3C3CC3)C2SC1 (stereo not given) | 0% | -2% | -25% | -10% | 1% | ? | 1% | 6% | 0% | -8%
45 | CCn1c(SCC(=O)OCC(=O)N2c3ccccc3NC(=O)C2(C)C)nnc1-c1ccco1 | 2% | 1% | 5% | -3% | 25% | -2% | -3% | -3% | 3% | 0%
46 | COc1ccc2[nH]c(=O)cc(C(=O)O)c2c1 | 0% | -5% | 3% | -12% | 0% | -4% | -3% | 4% | -2% | 0%
47 | Cc1ccc(S(=O)(=O)NNC(=O)c2cnn(-c3ccc(Cl)cc3)c2C(F)(F)F)cc1 | -5% | 2% | -1% | -4% | 6% | 0% | -19% | 3% | 15% | -49%
